12-hLO inh: 12-hLO (ALOX12) enzyme inhibition; actives 0.12% (n = 150,000); purified 12-hLO, xylenol orange hydroperoxide absorbance; Potency, µM (series often up to 57.1 µM), for the others: top-dose activity change, negative = inhibition, actives largely listed as inhibitors; P18054; further: potency means the concentration at half of the fitted maximal effect; nearly all actives have a fitted effect of over 55% in size; many of its hits are not listed in these tables
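Purified human 12hLO (150 nM), preincubated 15 min with compound, then 40 uM arachidonic acid for 30 min, room temperature, Hepes pH 7.0 with 0.01% Triton X-100. Hydroperoxide detected by ferrous iron/xylenol orange; 573/405 nm absorbance ratio gives reaction progress.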
ALOX15B inhib: inhibitors of human 15-lipoxygenase 2 (ALOX15B); purified 15hLO-2, xylenol orange hydroperoxide absorbance; AID 881; O15296; Potency, µM (top dose mostly 57.1 µM), for the others: top-dose activity change, negative = inhibition, usual class: inhibitors; actives 0.56% (n = 110,000); further: potency means the concentration at half of the fitted maximal effect; nearly all actives have a fitted effect of over 60% in size; many of its hits are not listed in these tables
Target sequence (O15296 whole entry, looked up): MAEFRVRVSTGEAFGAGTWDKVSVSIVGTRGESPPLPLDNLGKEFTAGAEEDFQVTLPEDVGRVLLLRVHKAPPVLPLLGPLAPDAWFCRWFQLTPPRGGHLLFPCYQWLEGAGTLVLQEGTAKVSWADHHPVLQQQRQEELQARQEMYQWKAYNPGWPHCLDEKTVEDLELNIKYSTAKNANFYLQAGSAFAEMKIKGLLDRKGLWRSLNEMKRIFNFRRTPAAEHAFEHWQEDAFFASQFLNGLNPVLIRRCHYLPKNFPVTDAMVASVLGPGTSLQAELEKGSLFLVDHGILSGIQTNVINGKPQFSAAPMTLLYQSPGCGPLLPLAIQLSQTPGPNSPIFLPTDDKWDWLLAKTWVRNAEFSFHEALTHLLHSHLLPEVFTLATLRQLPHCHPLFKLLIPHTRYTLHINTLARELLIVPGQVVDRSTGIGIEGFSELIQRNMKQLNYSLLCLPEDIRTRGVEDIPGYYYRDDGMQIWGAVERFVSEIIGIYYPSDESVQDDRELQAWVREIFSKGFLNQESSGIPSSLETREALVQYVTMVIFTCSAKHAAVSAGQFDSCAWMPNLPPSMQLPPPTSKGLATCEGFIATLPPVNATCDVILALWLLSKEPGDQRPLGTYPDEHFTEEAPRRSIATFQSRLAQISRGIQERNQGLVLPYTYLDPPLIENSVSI
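Read-out: hydroperoxide product oxidises ferrous iron, measured as xylenol orange complex via the 573-to-405 nm absorbance ratio after 30 min. Reaction: 50 nM enzyme, 15 min compound preincubation, 45 uM arachidonic acid, 90 min RT, Hepes pH 7.5 with Triton X-100.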
PNC inhibitor: inhibitors of perinucleolar compartment assembly | activity change (PNC), negative = inhibition, % at 10 µM | actives 3.1% (n = 140,000) | PC3M PTB-GFP, PNC prevalence imaging, 16 h; stronger effect = lower value | AID 2417;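 active means readout at or below -70, meaning at least 70% loss of cells showing the perinucleolar compartment, a nuclear body marking cancer cells; inconclusive means readout between -30 and a set limit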;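 further: plate controls were DMSO wells for no effect and camptothecin positive control wells for full effect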
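Compounds are pinned in duplicate onto adhered PC3M cells stably expressing GFP-tagged PTB and incubated 16 h at 37 C. Cells are then fixed, nuclei stained with Hoechst, and PNC-positive cells counted.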
IMPase cell inh: membrane-permeable compound that blocks inositol monophosphatase | P97697 | CHO-M1 cells, IP1 accumulation, HTRF TR-FRET ratio | inhibition (IP1 accumulation), % at 46.1 µM | 120,000 tested, under 10 active | AID 901; active means well fitted curve in the direction sought with a large enough effect in the signal ratio, not every such curve was filed as active; inconclusive means small, poorly fitted or top-dose-only effect, or a change in a side signal; inactive means no such curve, though single readings can be large or run the other way; the % refers to the signal ratio;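 further: cells stimulated with carbachol in lithium chloride buffer; plate controls were DMSO basal wells for no effect and reference inhibitor wells for full effect; higher means more IMPase inhibition seen as more IP1 and lower FRET ratio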
Target sequence (P97697 whole entry, looked up): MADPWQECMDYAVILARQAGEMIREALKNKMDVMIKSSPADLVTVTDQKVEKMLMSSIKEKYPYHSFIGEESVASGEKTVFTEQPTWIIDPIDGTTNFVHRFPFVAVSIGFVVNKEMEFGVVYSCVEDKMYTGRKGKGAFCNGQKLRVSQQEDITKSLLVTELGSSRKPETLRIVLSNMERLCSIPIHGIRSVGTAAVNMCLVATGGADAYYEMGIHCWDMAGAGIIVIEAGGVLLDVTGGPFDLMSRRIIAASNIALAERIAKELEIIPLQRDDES
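CHO-M1, 2000 cells/well, cultured 16–30 h; cpd up to 46 uM; carbachol (50 uM solution, stimulation buffer w/ 50 mM LiCl, pH 7.4), 30 min 37C; IP-One TR-FRET, 10 min RT; Ex 320/Em 665, 620; Hill-fit AC50.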
* marks the source's active call; other numbers are inactive results; ? = inconclusive; nt = not tested or not shown; & = joins results of further samples; [ ] = another dose, or the depositor's remark. Unless noted, the call rests on the fitted dose curve; in most records, active means well fitted curve in the direction sought with a large enough effect; inconclusive means small, poorly fitted or top-dose-only effect, or another doubt; inactive means no such curve, though single readings can be large; an effect the other way counts as inactive or inconclusive. Unless noted, on the % scale 0 is the no-effect control and ±100 the full control effect. These rows are one share of the data; count on the stated rates, not on these rows.

SMILES	12-hLO inh	ALOX15B inhib	PNC inhibitor	IMPase cell inh
CCOC(=O)c1c(-c2ccccc2)oc2ccc(O)c(CN3CCCC3)c12	-4%	12%	7	5
O=C(c1ccccc1)N1CCCc2ccccc21	2%	nt	18	1
Cc1ccc(-c2nnc(SCC(=O)CC(=O)Nc3ccccc3)n2-c2ccccc2)cc1	4%	nt	49	-1
O=C(/C=C/c1ccccc1Cl)Nc1ccncc1	-2%	13%	-7	-11
Cc1ccc(C(=O)CSC2=C(C#N)C(c3ccco3)CC(=O)N2)c(C)c1 (centres undefined)	-16%	9%	18	-3
CCC(C)[C@H](NC(=O)NCc1cccc(OC)c1)C(=O)OC (some centres undefined)	-5%	8%	?	-16
CCS(=O)(=O)N1Cc2ccccc2CC1C(=O)NC(C)C12CC3CC(CC(C3)C1)C2 (centres undefined)	4%	11%	?	7
CC(C)(C)n1nc2c(c1NC(=O)c1cccc(C(F)(F)F)c1)CS(=O)C2 (centres undefined)	-5%	-1%	?	-3
COC(=O)[C@@H](NC(=O)Nc1cc(Cl)ccc1C)C(C)C	-3%	-5%	-28	-1
COc1cc(C(=S)N2CCOCC2)ccc1OC(=O)c1cc([N+](=O)[O-])c(C)c([N+](=O)[O-])c1	-1%	nt	?	nt

The closing 2 records of the part before come first, to join the parts:
SMILES	12-hLO inh	ALOX15B inhib	PNC inhibitor	IMPase cell inh
COC(=O)[C@@H](NC(=O)Nc1cc(Cl)ccc1C)C(C)C	-3%	-5%	-28	-1
COc1cc(C(=S)N2CCOCC2)ccc1OC(=O)c1cc([N+](=O)[O-])c(C)c([N+](=O)[O-])c1	-1%	nt	?	nt
COc1cc2c(cc1OC)C(C)N(C(=O)C1COc3ccccc3O1)CC2 (centres undefined)	-5%	-1%	16	?
Cc1ccc(S(=O)(=O)N(CC(=O)N2CCN(c3ccccc3F)CC2)C2CCCCC2)cc1	-10%	-1%	35	11
Cc1cc(-c2ccc(Cl)cc2)oc(=O)c1NC(=O)c1ccccc1	1%	-5%	-1	-4
Cc1cc(C)cc(OCC(=O)Nc2nc3ccc([N+](=O)[O-])cc3s2)c1	8%	nt	84	2
CSc1nc(C)cc(Oc2ccc(OCCOc3ccccc3)nn2)n1	-4%	-5%	-17	9
Cc1ccc(CSc2ccc(-c3cccs3)nn2)cc1	0%	nt	48	?
COC(=O)C1=C(C)N=C2SC(C)C(=O)N2C1c1ccc(C(=O)OC)cc1 (centres undefined)	-8%	-2%	-24	7
CCCc1c(O)nc(SCCN(CC)CC)n(C(=O)c2ccccc2)c1=O	2%	-8%	1	-8
CC1=CC2C(CC1=O)C(C)=CCC2C(C)C (centres undefined)	-3%	-4%	nt	nt
Cc1cccc(-n2c(N)c(-c3nc4ccccc4n3C)c3nc4ccccc4nc32)c1	4%	nt	10	nt

Exported with the structure last: entries from further up
| 12-hLO inh | ALOX15B inhib | PNC inhibitor | IMPase cell inh | SMILES |
| --- | --- | --- | --- | --- |
| -3% | -4% | nt | nt | CC1=CC2C(CC1=O)C(C)=CCC2C(C)C (centres undefined) |
| -4% | -5% | -17 | 9 | CSc1nc(C)cc(Oc2ccc(OCCOc3ccccc3)nn2)n1 |
| 8% | nt | 84 | 2 | Cc1cc(C)cc(OCC(=O)Nc2nc3ccc([N+](=O)[O-])cc3s2)c1 |
| 2% | -8% | 1 | -8 | CCCc1c(O)nc(SCCN(CC)CC)n(C(=O)c2ccccc2)c1=O |
| -8% | -2% | -24 | 7 | COC(=O)C1=C(C)N=C2SC(C)C(=O)N2C1c1ccc(C(=O)OC)cc1 (centres undefined) |
| 4% | nt | 10 | nt | Cc1cccc(-n2c(N)c(-c3nc4ccccc4n3C)c3nc4ccccc4nc32)c1 |
| -10% | -1% | 35 | 11 | Cc1ccc(S(=O)(=O)N(CC(=O)N2CCN(c3ccccc3F)CC2)C2CCCCC2)cc1 |

Carrying on:
SMILES	12-hLO inh	ALOX15B inhib	PNC inhibitor	IMPase cell inh
COC(=O)N/N=C\c1c(C)nn(-c2ccccc2)c1Cl	-1%	nt	-20	-1
Cc1ccsc1/C=N/n1c(=S)[nH]nc(C)c1=O	4%	nt	?	nt
COC(=O)c1cc2occc2n1Cc1ccc(Cl)cc1	0%	-6%	35	3
COCC(C)NC(=O)c1cc(-c2ccc(O)cc2)on1 (centres undefined)	6%	-8%	3	6
O=C(CCCCn1c(=O)c2ccccc2n(Cc2ccc(F)cc2Cl)c1=O)NCc1ccco1	2%	-14%	-4	7
O=C1CC(c2ccc(F)cc2)Cc2nc(N3CCN(c4ccccc4)CC3)ncc21 (centres undefined)	-7%	11%	-20	-6
CCCN1C(=O)/C(=C/c2ccco2)SC1=Nc1ccc(OC)cc1	?	?	28	9
CCC(C(=O)Nc1cnccn1)c1ccccc1 (centres undefined)	30%	0%[2.29 µM]	?	1
COc1ccc(C2Nc3ccccc3C(=O)N2c2ccc(Cl)cc2)cc1Cn1cc([N+](=O)[O-])cn1 (centres undefined)	0%	nt	0	nt
Fc1ccccc1Nc1nc2c(s1)CCc1ccccc1-2	?	nt	-23	nt
COc1ccc(-c2nc3c(c(=O)[nH]c(=O)n3Cc3ccccc3)n2C)cc1	-2%	?	-8	-5
CCCCCn1c(N)c(-c2nc3ccccc3o2)c2c([N+](=O)[O-])nn(C)c(=O)c21	-1%	nt	?	8
NC(=O)c1oc2ccc(Cl)cc2c1NC(=O)CN1CCOCC1	4%	0%	-8	0
COc1ccc(S(=O)(=O)N(C)CC(=O)NC2CC2)cc1	-5%	4%	?	-1
CC1C/C(=N\NC(=S)NC(C)C)CC(C)(C)C1 (centres undefined)	-19%	?	20	2
FC(F)(F)c1ccccc1-n1ccnc1	13%	20%	nt	-14
Cc1ccc(N=Nc2ccc(O)c3ncccc23)cc1	3%	nt	?	nt
O=C(Nc1ccc(S(=O)(=O)N2CCCCCC2)cc1)c1ccc(Br)o1	-4%	-4%	-2	-5
O=c1[nH]cnc2nc(-c3ccccc3)c(-c3ccccc3)nc12	11%	nt	260	-11
COCCNC(=O)C(c1ccc(C)o1)N(C(=O)c1snc(C(N)=O)c1N)c1ccc(C)c(C)c1 (centres undefined)	-11%	-4%	?	-7
O=C(NCC1CCCO1)C(c1cccs1)N(C(=O)c1ccc(CN2CCOCC2)o1)c1ccc(Cl)cc1 (centres undefined)	-2%	nt	?	-9
COc1ccccc1-n1c(C)nnc1SCC(N)=O	0%	3%	-15	-3
O=c1[nH]c(SCc2nc3ccccc3c(=O)n2-c2ccccc2)nc2ccccc12	2%	nt	10	6
Cc1cccc(NC(=S)N(Cc2cccs2)Cc2cc3cc(C)ccc3[nH]c2=O)c1	-1%	nt	?	nt
O=C(c1ccccc1)c1ccc(OCCCN2CCCCC2)cc1	-2%	-16%	16	7
N/C(=N\OC(=O)c1cccc2ccccc12)c1cccc([N+](=O)[O-])c1	5%	-12%	-2	8
O=C(NC1CCCCC1)N(Cc1nc2ccccc2c(=O)[nH]1)C1CCCCC1	-8%	-9%	6	5
CCCCCOC(=O)CSc1nnc(-c2cc(OC)c(OC)c(OC)c2)o1	1%	1%	25	2
CC1(C)Cc2c(c(=S)nc(-c3ccccc3)n2CCN2CCOCC2)CO1	0%	0%	-14	-9
O=S(=O)(c1ccc2ccccc2c1)N1CCN(S(=O)(=O)N2CCCCC2)CC1	-4%	-4%	-3	-3
COc1ccc(CCNC2=C(Cl)C(=O)N(CCc3ccc(OC)c(OC)c3)C2=O)cc1OC	-6%	-3%	22	7
COc1ccccc1-n1cnc2cc(NC(=O)c3ccco3)ccc21	1%	-1%	-7	4
COc1cc(C2Nc3ccc4ncccc4c3C3=C2C(=O)CCC3)cc(OC)c1O (centres undefined)	-7%	-18%	46	3
CNc1sc(C(=O)c2ccc(F)cc2)c(N)c1-c1nc2ccccc2s1	-7%	-9%	4	6
O=C(O)c1cc(Cl)ccc1NC(=O)C1CCCO1 (centres undefined)	-5%	-24%	10	3
O=C(Nc1nc2ccc(Cl)cc2s1)c1ccc(Br)o1	1%	0%	4	-3
O=C(O)C1CC=C(Cl)CC1C(=O)NCc1ccccc1 (centres undefined)	-7%	-2%	-16	-3
O=C(Nc1ccc(N2CCOCC2)cc1N1CCOCC1)c1ccco1	0%	-3%	?	11
Cc1ccccc1NC(=O)c1ccc(CSc2ncccn2)cc1	3%	9%	38	2
CCCn1c(C)nc2c(NCCN(C(C)C)C(C)C)nc(C)nc21	1%	14%	nt	nt
CC(=O)Nc1ccc(NC(=O)CCC(=O)NCCO)cc1	3%	-5%	11	1
O=C(c1cc(N2C(=O)C3C4CCC(C4)C3C2=O)ccc1Cl)N1CCN(c2ccccc2)CC1 (centres undefined)	-2%	nt	44	-3
COc1ccc(C(=O)N2c3ccccc3C(=O)OC2c2ccc3c(c2)OCO3)cc1 (centres undefined)	0%	12%	-17	4
Cn1c(=O)c2cc(S(=O)(=O)NCCC(=O)NCCC3=CCCCC3)ccc2n(C)c1=O	-2%	-4%	-20	2
CC(C#N)Sc1nc2ccccc2c(=O)n1-c1ccccc1 (centres undefined)	0%	-10%	19	-1
CC1CCCc2sc3nc(N4CCN(CCO)CC4)n4ncnc4c3c21 (centres undefined)	11%	26%	39	4
CC(C)=C(NC(=O)c1ccccc1)C(=O)N1CCOCC1	-3%	7%	?	6
CCCCOc1ccc(C(=O)N/C(=C\c2cccc([N+](=O)[O-])c2)C(=O)OCc2ccco2)cc1	-2%	nt	35	nt
Cc1cccc(-n2c(C)cc(/C=N/NC(=O)c3cccc([N+](=O)[O-])c3C)c2C)c1	-1%	1%	5	9
COc1ccc(-n2ccc(-c3nn(-c4cccc(C(F)(F)F)c4)ccc3=O)n2)cc1	4%	0%	-4	15

(continued)
SMILES	12-hLO inh	ALOX15B inhib	PNC inhibitor	IMPase cell inh
COc1ccc(Oc2ncc3nc(-c4ccc(OC)cc4)c(=O)n(Cc4cccs4)c3n2)cc1	-1%	1%	nt	nt
CN(C)CCNCc1ccccc1OC1CCCC1	4%	37%[activator]	16	12
CC(Cc1ccccc1)C(=O)NCc1ccccn1 (centres undefined)	1%&0%	8%	24	nt
CC12CCC(C(=O)N3CCN(C(c4ccccc4)c4ccccc4)CC3)(OC1=O)C2(C)C (centres undefined)	-4%	13%	-7	6
CCN(CC)C(=O)C(=O)N/N=C/c1cccc(Br)c1	4%	-5%	-23	-7
COc1cccc(OC)c1C(=O)Nc1cccc(C(C)=O)c1	2%	nt	21	-7
CCCCCn1c(Sc2ncccn2)nc2c1c(=O)[nH]c(=O)n2C	-1%	nt	186	-6
CSc1nsc(SC)c1C(=O)Nc1ccc(C)cc1	0%	-2%	79	7
COC(=O)/C=C/C(=O)Nc1cccc(C(F)(F)F)c1	-4%	nt	5	nt
Cc1nc(SCC#N)c2c(C)c(C)sc2n1	5%	-1%	?	2
COc1cnn(C(C)(C)C)c(=O)c1Cl	5%	11%	49	-1
Cc1ccc(C(=O)Oc2cc(C)n(C)c(=O)c2)cc1	-6%	-1%	-30	5
NC(=O)N1CC(O)CC1C(=O)Nc1ccc(Cl)c(Cl)c1 (centres undefined)	-8%	-2%	?	-4
C/C(=N\Nc1nc(C)cc(=O)[nH]1)C1CC1	1%	nt	-9	?
COC(=O)c1cc(OC)c(OC)cc1NC(=O)Cc1ccccc1[N+](=O)[O-]	-1%	-16%	89	5
CN(C)/C=N/c1sc2c(c1C#N)CCCCC2	1%	nt	-11	nt
CCSc1nncn1/N=C/c1ccc(OC)c(OC)c1	-1%	4%	-29	0
CC(C)C(c1nnnn1CC1CCCO1)N1CCN(C2CCCC2)CC1 (centres undefined)	1%	-8%	-13	5
c1ccc(CCc2nc(-c3ccccc3)no2)cc1	0%	1%	-19	-3
CCCc1cc(=O)[nH]c(SCc2ccc(Cl)cc2)n1	6%	-4%	32	-6
Cc1ccc(/C=c2\sc3nc(-c4cccnc4)nn3c2=O)cc1	0%	1%	77	-3
CC(=O)Nc1cccc(OCC(=O)Nc2ccccc2)c1	0%	-3%	?	7

Bioassay records from PubChem.
